From PubChem
TRPC6 activator – activators of mouse TRPC6 channel; AID 2550; HEK293-TRPC6 membrane potential dye fluorescence; stronger effect = higher value; 310,000 tested, 0.13% active; B-score at 10 µM;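 active = B-score of the integrated fluorescence ratio above library mean plus 3 SD, and starting fluorescence ratio within library mean plus 5 SD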;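 note: higher score means more depolarization so channel activation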
SKKanGAS inh – SKKanGAS growth inhibition. inhibition, % at 7.5 µM. S. pyogenes SKKanGAS, kanamycin growth, BacTiter-Glo, 6 h. 300,000 tested, 1.3% active. AID 1662;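 active = mean replicate score, as percent of positive control median, at least 50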;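 note: strain carries kanamycin resistance gene driven by streptokinase promoter and grows in 40 µg/ml kanamycin; loss of luminescence reflects streptokinase promoter inhibition or plain growth inhibition; 0% = median of DMSO wells and 100% = positive control at its reference dose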
TRPC6 inhibitor – blocks the mouse TRPC6 cation channel; Q61143; 310,000 tested, 1.1% active; B-score at 10 µM; HEK293-TRPC6, membrane potential dye, ACh-evoked depolarization; stronger effect = lower value;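 active = B-score under library mean minus 3 SD, initial fluorescence not abnormally high, positive integrated signal ratio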;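 note: B-score derived from integrated fluorescence ratio over the kinetic read; more negative B-score means stronger inhibition of depolarization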
MrgX1 PAM – human MrgX1 positive allosteric modulation, primary screen | Q96LB2 | MrgX1-HEK293, Fluo-4 calcium flux, FDSS; stronger effect = higher value | B-score at 10 µM | 310,000 tested, 0.63% active | AID 588675;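 active = plate-corrected calcium response at least 3 library SD above typical, normal starting fluorescence, not activating the receptor alone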;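 note: compound read alongside a low EC10 to EC30 dose of BAM8-22 agonist; peak minus trough fluorescence over baseline measured at the second addition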
Target sequence (Q96LB2 whole entry, looked up): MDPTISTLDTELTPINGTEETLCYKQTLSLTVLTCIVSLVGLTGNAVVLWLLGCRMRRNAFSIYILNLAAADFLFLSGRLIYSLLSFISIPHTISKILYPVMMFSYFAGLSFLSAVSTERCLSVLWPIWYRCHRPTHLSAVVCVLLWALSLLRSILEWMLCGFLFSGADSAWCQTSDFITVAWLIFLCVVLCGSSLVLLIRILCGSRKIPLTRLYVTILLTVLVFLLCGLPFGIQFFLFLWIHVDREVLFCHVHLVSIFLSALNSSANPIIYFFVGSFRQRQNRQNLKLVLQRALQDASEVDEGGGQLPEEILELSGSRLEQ
MrgX1 agonist – activates human MrgX1 receptor signaling; Q96LB2; MrgX1-HEK293 cells, Fluo-4 calcium fluorescence, agonist mode; stronger effect = higher value; B-score at 10 µM; 310,000 tested, 0.44% active; AID 588627;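 active = calcium response B-score plate-corrected fluorescence ratio at least 3 library SD, with starting fluorescence B-score inside 5 SD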
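Test system: Stable human MrgX1 HEK293 cell line | Schedule: Overnight plating before 1 h dye loading | Read-out basis: Baseline-normalised fluorescence change ratio, B-scored | Detection: Kinetic calcium dye fluorescence, Fluo-4 NW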
HIF act – HIF pathway transcriptional activation; activation, % at 7.5 µM (by protocol); AID 1910; U2OS HRE-luciferase reporter, luminescence; normalized: DMSO 0%, desferrioxamine 100%; 300,000 tested, 0.32% active;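 active = mean activation of at least 10% of the iron chelator positive control signal, with at least half of replicates also reaching 10%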
Platelet DG rel – platelet dense granule release activity; human platelet-rich plasma, SFLLRN dense granule ATP release, luminescence; inhibition, %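 (compounds screened at 7.5 µM in platelet-rich plasma)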; 300,000 tested, 0.22% active; AID 1663;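 active = mean replicate score, as percent of positive control, at or above 50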
RGS4 pot – RGS4 potentiation or activation; HEK293 M3R/inducible RGS4, carbachol calcium flux Fluo4; stronger effect = lower value; B-score at 10 µM; 310,000 tested, 0.92% active; AID 463111;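 active = B-score of the integrated calcium signal more than 4 SD below the library mean, with starting fluorescence not abnormally high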;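 note: negative B-score means reduced calcium response which marks RGS4 activation or potentiation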
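System – HEK293 FlpIn-TREx cells, stable M3R, doxycycline-inducible RGS4 · Reagent – ECmax carbachol challenge · Times – compound preincubation 20 min at room temperature before agonist · Technique – Fluo4 fluorescence kinetic imaging of calcium · Measure – B score of integrated Fluo4 ratio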
RGS4 inh – inhibitors of human RGS4 | P49798 | HEK293 M3R/RGS4 inducible, Fluo-4 calcium flux; stronger effect = higher value; triggered by carbachol at its EC20 | B-score at 10 µM | 310,000 tested, 0.45% active | AID 463165;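 active = B-score, a plate-corrected calcium signal, over three deviations above library mean, with baseline fluorescence within five deviations of library mean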;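 note: RGS4 expression induced by doxycycline in cells with stable M3 receptor; B-score is computed from the integrated fluorescence ratio over baseline after carbachol; higher B-score means a larger calcium signal and so more RGS4 inhibition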
Target sequence (P49798 whole entry, looked up): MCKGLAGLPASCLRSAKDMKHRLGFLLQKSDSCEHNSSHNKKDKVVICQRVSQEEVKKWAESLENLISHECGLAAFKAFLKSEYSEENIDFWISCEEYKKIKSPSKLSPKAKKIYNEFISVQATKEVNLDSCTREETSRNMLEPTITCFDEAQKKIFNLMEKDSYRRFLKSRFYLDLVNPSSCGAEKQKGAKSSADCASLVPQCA
MrgX1 antagonist – antagonists of human MrgX1 receptor. MRGX1-HEK293 calcium flux, Fluo-4, BAM8-22 antagonism; stronger effect = lower value. B-score at 10 µM. 310,000 tested, 1.3% active;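 active = calcium-response B-score plate-corrected more than 3 library SD below zero, starting fluorescence within 5 deviations, no agonist response on first addition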;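 note: peak minus trough fluorescence over baseline after final BAM8-22 challenge near maximal dose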
TRPC4 block – inhibitors of mouse TRPC4 channel; Q9QUQ5; HEK293 TRPC4beta/mu-opioid, DAMGO-evoked Fluo4 calcium flux; stronger effect = lower value; B-score at 10 µM; 300,000 tested, 0.39% active; AID 2247;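 active = B-score over 3 SD under the library average, no early fluorescence shift, positive overall ratio signal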
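Assay system: HEK293 cells with stable TRPC4beta plus mu-opioid receptor expression. Dosing: single dose. Measured by: Fluo4 Ca2+ flux fluorescence. Also added: DAMGO in two steps, submaximal then maximal. Read-out: B score from integrated Fluo4 fluorescence ratio.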
The depositor's hits bear a star; i = inactive; · = not tested or not shown. Compounds as they come, and some 6.1% of all compounds hit somewhere here.

Sequence of screens: Platelet DG rel	TRPC4 block	RGS4 inh	SKKanGAS inh	RGS4 pot	MrgX1 antagonist	TRPC6 inhibitor	MrgX1 PAM	MrgX1 agonist	HIF act	TRPC6 activator
> O=C(CSc1nc2ccccc2o1)Nc1ccc(N2CCOCC2)c(Cl)c1
    7	i	i	1	i	i	i	i	i	3.1	i
> Cc1ccc(-n2nnnc2SCC(=O)Nc2ccc3c(c2)COC3=O)cc1C
    1	i	i	3	i	i	i	i	i	0.8	i
> CCCc1cc(C(=O)N2CCCC(C(=O)c3cc(C)c(OC)c(C)c3)C2)n(C)n1 (configuration not stated)
    -4	i	i	-4	i	i	i	i	i	0.3	i
> NC(=O)c1nn(-c2ccccc2)nc1NC(=O)CN1CCCC1
    -9	i	i	19	i	i	i	i	i	0.3	i
> COC(=O)C1=C(NC(=O)c2ccccc2[N+](=O)[O-])CCS1
    -2	i	i	1	i	i	i	i	i	0.4	i
> NC(=S)N/N=C1\CCOc2ccc(F)cc21
    0	i	i	-2	i	i	i	i	i	0.0	i
> CCOC(=O)C1=NN(N=O)C2(CC(=O)N(c3cc(C)cc(C)c3)C2=O)C1 (configuration not stated)
    3	i	i	-4	i	i	i	i	i	-0.5	i
> O=C(CCN1CCOCC1)N/N=C/c1cc([N+](=O)[O-])ccc1OC(F)F
    -2	i	i	4	i	i	i	i	i	-0.6	i
> COc1ccc(OC(=O)c2ccc(OC)c(S(=O)(=O)N3CCOCC3)c2)cc1
    -1	i	i	10	i	i	i	i	i	0.2	i
> COc1ccccc1CN(Cc1cc2cc(C)ccc2[nH]c1=O)Cc1nnnn1CC1CCCO1 (configuration not stated)
    11	i	i	-2	i	i	i	i	i	·	i
> O=C(CCCn1nnc2ccccc2c1=O)N[C@H](C(=O)O)c1ccccc1
    8	i	i	-2	i	i	i	i	i	-1.1	i
> Cc1ccc(S(=O)(=O)N2CCN(C(=O)CCn3cncn3)CC2)cc1C
    -4	i	i	4	i	i	i	i	i	0.0	i
> COc1ccc(-c2nc(-n3c(C)c(C(C)=O)c(C(C)=O)c3C)sc2C)cc1
    0	i	i	8	i	i	i	i	i	-0.1	i
> O=C(c1cccc(F)c1)N1CCCc2ccccc21
    -5	i	i	3	i	i	i	i	i	0.3	i
> COc1ccc(C(=O)c2ccc(N(C)C)cc2)c(OC)c1
    7	i	i	-3	i	i	i	8.7*	i	0.7	i
> Cc1c(-c2ccccc2)c(P(=O)(N2CCOCC2)N2CCOCC2)c2ccccn12
    -6	i	i	1	i	i	i	i	i	·	i
> O=C(Nc1ccc2nc3n(c(=O)c2c1)CCCCC3)C(=O)N1CCN(c2ccccc2)CC1
    0	i	i	-8	i	i	i	i	i	-0.2	i
> CN(C)c1ccc(CNC(=O)CN(C)S(=O)(=O)c2cccc3cccnc23)cc1
    -2	i	i	2	i	i	i	i	i	·	i
> O=C(CNC(=O)/C=C/c1ccco1)N=Nc1c(O)[nH]c2ccccc12
    5	i	i	-2	i	i	i	i	i	-0.4	i
> CCOc1ccc(N2C(=O)CC(NCC3CCCO3)C2=O)cc1 (configuration not stated)
    -12	i	i	-16	i	i	i	i	i	-1.2	i
> Cc1nn(CC(=O)NCC(C)c2ccccc2)c(=O)c2cccn12 (configuration not stated)
    2	i	i	6	i	i	i	i	i	·	i
> CC(O)[C@H]1CNC(=O)C(=O)N1CCc1cccc2ccccc12 (some centres not stated)
    -2	i	i	-2	i	i	i	i	i	-0.4	i
> N#Cc1ccc(CSc2nnc(-c3cccc(S(=O)(=O)N4CCCCC4)c3)o2)cc1
    -10	i	i	5	i	i	i	i	i	-0.1	i
> O=C(NNS(=O)(=O)c1ccc(F)cc1)c1ccc([N+](=O)[O-])cc1
    1	i	i	3	i	i	i	i	i	0.3	i
> COc1ccc(Br)cc1S(=O)(=O)n1ccnc1C
    5	i	i	-1	i	i	i	i	i	0.6	i
> COC(=O)C1=C(C)N(CCc2cc(OC)c(OC)c(OC)c2)C(=O)N[C@H]1c1cccs1
    5	i	i	2	i	i	i	i	i	-0.4	i
> CCc1ccccc1NC(=O)c1ccc([N+](=O)[O-])s1
    0	i	i	0	i	i	i	i	i	-1.3	i
> Cc1nc(COC(=O)c2c(C)nn(-c3ccccc3)c2C)cs1
    -1	i	i	-1	i	i	i	i	i	2.1	i
> N#CCCN(C(=O)COc1ccc(F)cc1Br)c1ccccc1F
    -13	i	i	-2	i	i	i	i	i	-2.7	i
> CSc1nnc(Cn2c(=O)sc3ccccc32)n1-c1cccc(Cl)c1
    -3	i	i	0	i	i	i	i	i	0.2	i
> CC(C)c1ccc(C(=O)N2CCCN(C(=O)c3ccc(C(C)C)cc3)CC2)cc1
    -5	i	i	0	i	i	i	i	i	0.2	i
> COC(=O)Cn1cnc2c(nnn2-c2ccc(F)cc2)c1=O
    -4	i	i	0	i	i	i	i	i	-0.5	i
> CN(C)S(=O)(=O)c1ccc(Cl)c(C(=O)NC2CCN(Cc3ccccc3)C2)c1 (configuration not stated)
    -8	i	i	3	i	i	i	i	i	-0.3	i
> COCCCNC(=O)c1sc2ncn(CC(=O)Nc3ccc(C)c(Cl)c3)c(=O)c2c1C
    -4	i	i	-1	i	i	i	i	i	0.1	i
> Cc1ccc(S(=O)(=O)c2c(C)cc(C)nc2Cl)c(C)c1
    0	i	i	4	i	i	i	i	i	-0.1	i
> O=C1NC(=Nc2ccccc2)S/C1=C\c1cccn1-c1ccccc1
    1	i	i	2	i	i	i	i	i	2.9	i
> O=C(CN1CCN(c2ccccc2O)CC1)NC(=O)NC1CCCC1
    -6	i	i	-1	i	i	i	i	i	-0.5	i
> CCCn1cnc2cc(NC(=O)c3cccs3)ccc21
    0	i	i	-17	i	i	i	i	i	1.5	i
> O=C(CSc1nc2[nH]ncc2c(=O)[nH]1)c1ccc(Cl)cc1
    -6	i	i	-10	i	i	i	i	i	-0.1	i
> Fc1ccc(-c2ccc(Nc3cccc(F)c3)nn2)cc1
    -3	i	i	1	i	i	i	i	i	2.6	i
> CN(CC(=O)NCc1ccc(Cl)cc1)S(=O)(=O)c1cccs1
    0	i	i	-5	i	i	i	i	i	-1.3	i
> COc1cc(OC)c(NC(=O)c2ccco2)cc1Cl
    -4	i	i	-3	i	i	i	i	i	0.2	i
> CCCCn1c(N)c(N(CC(C)C)C(=O)c2cc(-c3ccc(OC)c(OC)c3)nc3ccccc23)c(=O)[nH]c1=O
    6	i	i	23	i	i	i	i	i	-0.2	i
> O=c1[nH]c2ccccc2c2oc(CCl)nc12
    -3	i	i	2	i	i	i	i	i	-0.4	i
> O=C1Nc2ccccc2/C1=N/c1sc2c(c1C(=O)NCCc1ccccc1)CCCC2
    4	i	i	7	i	i	i	i	i	1.2	i
> CCOC(=O)C1=C(C)C(c2ccccc2OC)NC(=O)N1 (configuration not stated)
    6	i	i	0	i	i	i	i	i	0.0	i
> COC(=O)c1ccc(OCC(=O)NC2CCCCCC2)cc1
    0	i	i	-8	i	i	i	i	i	0.1	i
> O=c1c2ccccc2c(-c2ccccc2)nn1-c1ccc(Cl)c(Cl)c1
    1	i	i	2	i	i	i	i	i	0.1	i
> COc1cc(CNc2ncn[nH]2)ccc1OCc1ccccc1C
    -2	i	i	-5	i	i	i	i	i	3.4	i
> O=C(O)CSc1nc(-c2ccccc2)nc2c1oc1ccccc12
    3	i	i	14	i	i	i	i	i	0.5	i
> COc1cccc(NC(=O)C(C)SCc2ccccc2)c1 (configuration not stated)
    2	i	i	-4	i	i	i	i	i	1.6	i
> CCn1c(SCC(=O)NNC(=O)c2ccc(OC)cc2)nnc1C(C)C
    14	i	i	-1	i	i	i	i	i	0.3	i
> COc1ccccc1OCC(=O)Nc1ccc(S(=O)(=O)N(C)c2ccccc2)cc1
    1	i	i	34	i	i	i	i	i	-0.3	i
> O=C(N/N=C/c1ccc(O)cc1O)C1CC1
    15	i	i	-3	i	i	i	i	i	0.1	i
> COc1ccc(OC)c(-c2cc(C(=O)N3CCN(c4ncccn4)CC3)c3ccccc3n2)c1
    -4	i	i	8	-7.1*	i	i	i	i	-0.4	i
> CC(C)Oc1ccc(CN=C(N)N=C(N)N)cc1Cl
    0	i	i	-8	i	i	i	i	i	-0.1	i
> COc1ccc(NC(=O)CSc2nccn2Cc2ccco2)cc1OC
    -7	i	i	-8	i	i	i	i	i	1.0	i
> CCOc1ccc(-c2nc(N)ncc2-c2ccc(Cl)cc2)c(O)c1
    0	i	i	12	i	i	i	i	i	-11	i
> Cc1cccc(NCc2ccc([N+](=O)[O-])s2)c1
    -2	i	i	2	i	i	i	i	i	-0.4	i
> CCC(C)(C)NC(=O)CN(C(=O)CNS(=O)(=O)c1ccc(F)cc1)c1ccc2c(c1)OCCO2
    0	i	i	-1	i	i	i	i	i	0.0	i

Later entries.
Sequence of screens: Platelet DG rel	TRPC4 block	RGS4 inh	SKKanGAS inh	RGS4 pot	MrgX1 antagonist	TRPC6 inhibitor	MrgX1 PAM	MrgX1 agonist	HIF act	TRPC6 activator
> O=C(NNC(=O)c1cc([N+](=O)[O-])ccc1Cl)c1cccnc1
    ·	i	i	·	i	i	i	i	i	·	i
> CCOC(=O)N1CCC(NC(=O)c2cnn3c(C(F)(F)F)cc(-c4cccc(OC)c4)nc23)CC1
    -11	i	i	16	-8.4*	i	i	i	i	-0.1	i
> O=C(Nc1ccon1)c1ccccc1F
    0	i	i	-7	i	i	i	i	i	2.5	i
> COc1ccc(CCNC(=O)C(=O)NCc2ccc(Cl)cc2)cc1OC
    0	i	i	5	i	i	i	i	i	0.1	i
> C=CCn1c(=O)c2ccccc2n2c(SCc3nnc(-c4ccccc4Br)o3)nnc12
    -2	i	i	19	i	i	i	i	i	-0.2	i
> COc1ccc(-c2csc(NC(=O)CSc3ccc(Br)cc3)n2)c(OC)c1
    9	i	i	0	i	i	i	i	i	0.3	i
> COc1cccc(CC(=O)NCC2COc3ccccc3O2)c1OC (configuration not stated)
    2	i	i	4	i	i	i	i	i	-0.2	i
> O=C(NC(NC1CCS(=O)(=O)C1)C(Cl)(Cl)Cl)c1ccc(Br)cc1 (configuration not stated)
    -1	i	i	2	i	i	i	i	i	-0.3	i
